BH1578 lux ind: inducers of Vibrio cholerae quorum light production without autoinducers; AID 588436; V. cholerae BH1578 lux reporter, luminescence, 6 h; activation, % at 18.7 µM; 350,000 tested, 0.16% active; in the data active = activation mostly above about 9.7%, no sharp cut-off; inconclusive = no clear call, values can overlap the other calls; inactive = mostly below about 3.7%; note: not every result past the cut was called active; inactives centre near 0; reference of the scale not given here
BioA inh: blocks M. tuberculosis BioA enzyme activity. inhibition, % at 9.99 µM. AID 602481. 360,000 tested, 0.096% active. purified M. tuberculosis BioA enzyme, plate reader; in the data active = inhibition above about 40%; inconclusive = no clear call, values can overlap the other calls
Y pestis TopoI: blocks Yersinia pestis topoisomerase I activity. 360,000 tested, 0.064% active. activity, % at 10 µM. AID 504884. Y. pestis Topo-I cleavage product accumulation, plate reader; in the data active = activity above about 50%, passing the limit was not always enough; inconclusive = no clear call, values can overlap the other calls; note: inactives centre near 2
Mtb UGM inh: blocks M. tuberculosis UGM enzyme | P9WIQ1 | purified UGM, fluorescence polarization probe displacement | inhibition, % at 10 µM | 320,000 tested, 0.06% active; in the data active = inhibition above about 10%, passing the limit was not always enough; inconclusive = no clear call, values can overlap the other calls
Target sequence (P9WIQ1 whole entry, looked up): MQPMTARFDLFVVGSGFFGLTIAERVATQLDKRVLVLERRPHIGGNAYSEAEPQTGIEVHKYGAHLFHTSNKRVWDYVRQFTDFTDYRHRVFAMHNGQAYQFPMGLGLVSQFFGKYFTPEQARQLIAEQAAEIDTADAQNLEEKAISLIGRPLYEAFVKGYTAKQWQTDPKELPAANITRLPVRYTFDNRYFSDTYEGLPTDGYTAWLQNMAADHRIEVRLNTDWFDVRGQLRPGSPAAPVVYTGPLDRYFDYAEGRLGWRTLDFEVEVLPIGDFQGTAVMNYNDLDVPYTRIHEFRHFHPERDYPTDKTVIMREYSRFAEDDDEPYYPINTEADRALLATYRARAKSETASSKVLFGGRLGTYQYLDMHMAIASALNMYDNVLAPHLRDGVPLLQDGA
Mtb FBA inh: inhibitors of M. tuberculosis fructose-bisphosphate aldolase. P9WQA3. purified M. tuberculosis FBA, fluorescence read-out. inhibition, % at 1 µM. 360,000 tested, 2.3% active. AID 588726; in the data active = inhibition above about 27%;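 note: 0% = vehicle and 100% = reference inhibitor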
Target sequence (P9WQA3 whole entry, looked up): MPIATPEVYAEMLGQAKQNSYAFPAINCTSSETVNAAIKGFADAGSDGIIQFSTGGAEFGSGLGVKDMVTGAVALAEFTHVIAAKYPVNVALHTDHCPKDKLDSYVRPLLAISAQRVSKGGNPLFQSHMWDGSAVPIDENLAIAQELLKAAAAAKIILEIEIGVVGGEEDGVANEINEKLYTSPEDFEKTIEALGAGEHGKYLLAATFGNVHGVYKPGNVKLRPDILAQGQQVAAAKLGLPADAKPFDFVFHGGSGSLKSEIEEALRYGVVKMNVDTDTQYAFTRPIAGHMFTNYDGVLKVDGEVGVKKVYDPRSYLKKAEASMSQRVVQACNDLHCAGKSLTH
TcdB GH inh: inhibitors of Clostridioides difficile toxin B glycohydrolase | P18177 | TcdB glycohydrolase enzymatic assay, plate reader | inhibition, % at 9.99 µM | 350,000 tested, 0.24% active | AID 652162; in the data active = inhibition above about 10%
GDH-TPI counter: counter-screen for M. tuberculosis FBA inhibitors: GDH-TPI coupled enzymes | GDH-TPI coupled enzyme counterscreen, NADH absorbance | inhibition, % at 4.8 µM | 360,000 tested, 1.2% active; in the data active = inhibition above about 30%;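 note: 0% = DMSO wells and 100% = wells lacking the enzyme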
PfHsp40 yeast: restores yeast growth despite PfHsp40 toxicity. S. cerevisiae expressing PfHsp40, growth rescue, ATP luminescence. growth rescue, % at 12.5 µM. 340,000 tested, 0.68% active. AID 504582; in the data active = growth rescue above about 28%, passing the limit was not always enough; inconclusive = no clear call, values can overlap the other calls;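 note: yeast W303a lacking pdr1 and pdr3 grown in galactose medium; growth measured after three days at 30 °C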
FadD28 FP inh: blocks FadD28 binding to the bisubstrate probe. 360,000 tested, 0.22% active. AID 588549. inhibition, % at 12.5 µM. fluorescence polarization; in the data active = inhibition above about 8.5%, passing the limit was not always enough; inconclusive = no clear call, values can overlap the other calls
Numbers without * were called inactive; i = inactive; ? = inconclusive; / = no result given; & = joins results of further samples.

Results follow in this order: BH1578 lux ind	BioA inh	Y pestis TopoI	Mtb UGM inh	Mtb FBA inh	TcdB GH inh	GDH-TPI counter	PfHsp40 yeast	FadD28 FP inh
> CCOC(=O)N1CCN(C(=O)COC(=O)C2CCN(S(=O)(=O)c3c(C)c(C)cc(C)c3C)CC2)CC1
    -1.4	2.0	42	1.1	-2	-0.7	-10	0.0	-0.7
> COCCNC(=O)CN1C(=O)/C(=C/c2ccccc2)Oc2ccc(C(C)(C)C)cc21
    -5.6	-1.7	3	1.4	7	0.2	27	2.5	-0.4
> COc1cc2c(cc1OC)CN(CC(=O)Nc1ccc(Cl)cc1Cl)CC2
    -2.1	-2.4	9	-0.5	7	0.7	10	-0.3	0.8
> CCOc1cc(/C=C2\C(=O)ON=C2c2ccccc2)ccc1OC
    i	-0.7	-5	-2.0	2	1.8	-11	0.7	-1.7
> Cc1ccccc1C(=O)Nc1ccc(CN2CCOCC2)cc1
    -0.5	-0.2	-1	0.5	0	2.7	17	-0.9	-1.2
> C/C(CC1CC(COCC(C)C)OC1=O)=N\NC(N)=S (stereo not drawn)
    2.1	/	4	-2.6	5	1.7	7	-1.8	-1.2
> CC(C)C#Cc1cnc2c(c1)C(=O)N([C@@H](C)CO)C[C@@H](C)[C@H](CN(C)Cc1cccc(F)c1)O2
    -0.5	3.6&-1.3&-1.2	23	/	0	2.2&0.8&-0.6	4	/	-2.5
> CCN1C(=O)NC(=O)C2(CCCC2)C1=O
    i	0.6	14	/	-2	1.2	7	0.0	0.2
> CC(Sc1nncs1)C(=O)Nc1ccc(S(=O)(=O)Nc2ncccn2)cc1 (stereo not drawn)
    i	0.2	-3	-2.9	0	0.6	8	-1.2	-1.2
> Cc1cccc(NC(=O)C2COc3ccccc3O2)n1 (stereo not drawn)
    -0.6	/	-4	-4.6	-4	1.3	-8	-1.5	-2.7
> COc1cccc(-c2cc(=O)c3cc(NC(=O)c4ccc(Cl)cc4)ccc3[nH]2)c1
    6.7	-1.5	-9	-2.2	2	1.7	-11	-1.5	-6.8
> Cc1ccc(Nc2nc3ccccc3nc2-n2nc(C)cc2C)cc1
    /	1.5	-1	2.6	2	1.8	-7	-0.9	-2.1
> COc1cccc(/C=N/NC(=O)c2cccc(N3CCCC3=O)c2)c1
    -1.5	3.3	-1	-0.1	0	0.8	5	0.1	-1.5
> O=c1ccn([C@@H]2O[C@H](CO)[C@@H](O)[C@H]2O)c(=O)[nH]1
    -0.3	0.6	-5	2.5	5	1.2	5	-2.0	-0.7
> CN(c1ccccc1)S(=O)(=O)c1ccc(C(=O)NCCc2ccc(F)cc2)cc1
    -0.1	/	16	3.0	0	0.6	1	5.5	-4.7
> O=C(NC1CCCCCCC1)c1cnccn1
    i	-1.4	4	1.2	-1	/	-9	-0.1	-5.4
> Cc1c(Cl)c([N+](=O)[O-])nn1CCCC(=O)Nc1sc2c(c1C#N)CCC2
    i	/	6	1.3	-2	0.9	11	0.1	-3.2
> Cc1cccc(NC(=O)c2cc3cc([N+](=O)[O-])ccc3s2)n1
    0.9	/	3	-2.3	-1	1.8	3	5.9	-2.2
> CN(CC(=O)Nc1ccc(F)c(Cl)c1)S(=O)(=O)c1ccc2c(c1)n(C)c(=O)c(=O)n2C
    -12	-13	10	-0.1	4	0.0	6	0.6	-1.5
> COc1ccc(NC(=O)CCS(=O)(=O)c2cccc3nonc23)cc1
    i	/	1	-0.8	2	0.0	6	-0.7	-2.3
> Cc1ccc(-c2ccc(CN3C(C)C(=O)N(Cc4cn(Cc5ccco5)nn4)CCS3(=O)=O)cc2)cc1 (stereo not drawn)
    -0.4	-4.9	26	/	-2	1.4	-9	/	-7.0
> CCCc1cc(C(=O)OCC(=O)NCCc2ccccc2)sc1C
    -5.8	-0.7	28	/	5	-1.5	8	/	-1.4
> N#CC1=C(N)SC(N)=C(C#N)C1C1CC=CCC1 (stereo not drawn)
    -14	1.4	-6	-4.1	-2	/	4	3.5	-7.3
> CC1CCCCN1CCNc1nc(=S)[nH]c2ccccc12 (stereo not drawn)
    i	-0.8	0	-0.5	6	/	7	-0.4	-2.2
> COc1cccc(CN2CCC2(C)C(=O)Nc2ccc3c(c2)CCN3C(C)=O)c1F (stereo not drawn)
    i	7.6	14	/	1	0.4	5	/	-4.3
> Cn1c2ccccc2c(=O)c2ccc(NCCc3cccs3)cc21
    i	-1.4	0	-3.1	109*	1.5	30	?	-2.5
> CCCNc1c(NS(=O)(=O)c2ccc(C(C)(C)C)cc2)c(=O)oc2ccccc12
    -0.3	-1.4	12	0.4	4	1.2	13	-0.8	0.1
> O=c1[nH]c2sc3c(c2c2nncn12)CCCC3
    0.9	-0.4	0	1.2	6	/	15	-0.8	0.2
> CC(C)N=c1c([N+](=O)[O-])nn(C)n1O
    0.6	/	4	-1.3	-4	0.4	1	0.4	-0.1
> CCOc1c(Br)cc(CNC2CCCCCCC2)cc1OC
    -1.2	/	9	5.5	5	1.9	-1	-0.1	-1.8
> CCC(C(=O)NC(C)(C)C)N(Cc1ccc(OC)cc1)C(=O)c1snc(C(N)=O)c1N (stereo not drawn)
    -5.0	-2.2	4	/	10	2.4	18	/	-1.2
> CC(C)(C)NC(=O)C1CCN(c2ccc(S(=O)(=O)N3CCOCC3)cc2Cl)CC1
    i	/	-3	3.6	0	-2.4	-2	0.7	0.7
> C[C@H](CO)N1C[C@H](C)[C@H](CN(C)C(=O)Nc2cccc(F)c2)Oc2cc(C#CC3(O)CCCC3)ccc2S1(=O)=O
    -0.4	-2.5&-1.9&1.2	-9	/	0	2.0&-0.7&-1.0	5	/	-0.9
> CN(C)c1ccc(NC(=O)c2ccncc2)c2ccccc12
    -0.5	1.4	3	2.7	0	/	10	2.0	-0.4
> Cc1nnc(-n2cnc3ccccc32)c2ccccc12
    -0.4	2.8	-3	0.3	-1	/	-4	0.2	-0.9
> O=C(NC(c1ccc(Cl)cc1)c1cnccn1)C1CCN(Cc2ccccc2)CC1 (stereo not drawn)
    -0.6	-2.3	3	/	-1	2.6	8	/	-1.5
> CCN1CCC2(CCNC2)C1 (stereo not drawn)
    -2.4	-0.8	-5	-0.1	-2	/	1	-0.4	-0.2
> CC(C)(C)C(=O)Nc1cc(NC(=O)C(C)(C)C)cc(C(=O)NNC(=O)c2ccncc2)c1
    1.9	-1.9	5	-2.2	1	1.2	13	1.0	0.9
> O=C(CSc1nc(O)c(C2CCCCC2)c(=O)[nH]1)Nc1ccccc1Cl
    i	0.3	2	0.5	0	-0.2	6	-1.2	0.7
> COc1ccc(CCN(C)C(=O)c2cc(S(=O)(=O)N3CCCCC3)ccc2Cl)cc1OC
    -10	/	10	2.4	-1	0.9	5	0.4	-2.0
> CC(=O)N1CCSc2ccc(S(=O)(=O)Nc3cccc(C)c3)cc21
    -0.2	-1.2	-2	0.3	-1	-4.0	3	1.2	-3.8
> Cc1cc(C)c2c(=O)[nH]c(SCc3ccccc3)nc2n1
    -0.2	/	-6	-0.3	3	0.3	0	-0.2	-4.2
> COc1ccc(OC)c(NC(=O)CCC(=O)N(Cc2ccc(OC)c(OC)c2)c2nccs2)c1
    -0.4	/	21	-0.4	2	1.1	3	0.5	-1.3
> C=CCn1c(SCC(=O)Nc2ccc(N3CCOCC3)cc2)nc2ccccc2c1=O
    0.7	-1.6	-6	-0.3	0	-1.7	-4	-0.9	-2.6
> COC(=O)CCC(=O)c1oc2ccccc2c1N
    -0.2	-1.2	-1	-1.4	1	/	20	-2.1	-2.3
> NC(=O)c1cnn2c(-c3ccc(Cl)cc3Cl)ccnc12
    i	0.0	2	1.3	12	/	11	2.5	/
> O=C(O)CSc1ccc(Oc2ccc(SCC(=O)O)cc2)cc1
    i	-1.1	4	4.0	5	-1.7	-2	-0.6	-0.2
> Cn1nnnc1SCC(=O)Nc1nc(-c2ccc(F)c(F)c2)cs1
    i	1.5	3	-2.1	0	-0.2	-5	-1.5	-6.6
> CC(CCc1ccccc1)NCc1ccc(Cl)cc1Cl (stereo not drawn)
    -0.4	0.4	25	2.9	1	0.8	-2	-0.3	-1.0
> O=C(CN1CCN(S(=O)(=O)c2ccc3ccccc3c2)CC1)Nc1ccc2c(c1)CCC2
    -0.2	0.2	-4	-1.6	5	/	6	1.1	-2.6
> CCOc1ccc(CCNC(=O)COC(=O)c2nc3nc(C)cc(C)n3n2)cc1OCC
    -0.3	-1.6	0	4.5	4	/	10	1.9	0.8
> CN1CCN(c2ccccc2NC(=O)c2ccc([N+](=O)[O-])o2)CC1
    -0.5	-1.6	0	-1.8	3	/	22	0.6	-1.3
> CCOC(=O)C1CCN(Cc2ccc(OC)c(C)c2OC)CC1
    3.1	-2.2	-1	-0.4	3	/	10	-0.8	-3.9
> CCC1CCCCN1C(=S)Nc1ccc(C(C)=O)cc1 (stereo not drawn)
    i	/	9	-4.6	1	/	13	1.5	0.1
> NC(N)=N/N=C/c1ccc(OCc2ccccc2)cc1
    -0.7	-0.3	-9	-1.7	-1	2.2	12	0.1	-6.7
> COc1cccc(NC(=O)c2cn(C)c(=O)c3cc(OC)c(OC)cc23)c1
    i	0.2	24	-1.9	-3	/	8	1.2	-1.8
> COc1cc(/C=C/C(=O)OCC(=O)NC2CCCCCCC2)ccc1O
    -13	-1.2	-2	0.4	6	6.4	33*	0.1	0.1
> Clc1ccc(CNc2ccc(CNc3ncn[nH]3)cc2)cc1
    -0.2	-3.2	-2	-0.5	1	/	6	-2.4	1.0
> CCOc1ccc2[nH]c3ncccc3c(=O)c2c1
    -0.5	/	3	-0.2	10	1.2	7	0.4	-5.8
> COc1ccc(C(=O)C(O)C(c2ccc(C)cc2)N2CCOCC2)cc1OC (stereo not drawn)
    i	0.4	-3	-1.0	1	-0.3	2	-0.1	-4.7

In a second layout: three of the compounds above
structure,BH1578 lux ind,BioA inh,Y pestis TopoI,Mtb UGM inh,Mtb FBA inh,TcdB GH inh,GDH-TPI counter,PfHsp40 yeast,FadD28 FP inh
Cn1c2ccccc2c(=O)c2ccc(NCCc3cccs3)cc21,i,-1.4,0,-3.1,109*,1.5,30,?,-2.5
CCCNc1c(NS(=O)(=O)c2ccc(C(C)(C)C)cc2)c(=O)oc2ccccc12,-0.3,-1.4,12,0.4,4,1.2,13,-0.8,0.1
O=c1[nH]c2sc3c(c2c2nncn12)CCCC3,0.9,-0.4,0,1.2,6,/,15,-0.8,0.2

Next section.
Results follow in this order: BH1578 lux ind	BioA inh	Y pestis TopoI	Mtb UGM inh	Mtb FBA inh	TcdB GH inh	GDH-TPI counter	PfHsp40 yeast	FadD28 FP inh
> Cc1ccccc1CC(=O)Nc1ccc2c(c1)c(=O)n(C)n2-c1ccccc1F
    i	0.7	14	/	104*	0.8	13	/	-1.9
> COc1cccc(C(=O)n2ccc(-c3cccs3)n2)c1
    i	-6.4	-5	1.6	6	0.7	4	-0.3	-0.9
> COC(=O)c1ccc(CSc2nc3ccccc3c(=O)n2-c2cccc(OC)c2)o1
    i	0.3	15	0.2	2	0.9	-1	0.9	-4.3
> Cc1ccc(N2CCN(S(=O)(=O)N(C)C)CC2)cc1C
    0.2	/	6	-0.3	0	0.0	10	-0.4	0.9
> CCOC(=O)C(=O)Nc1ccc(S(=O)(=O)Nc2nccc(C)n2)cc1
    i	-3.0	-1	/	6	-0.6	5	/	-0.3
> O=C(CN(C1CCCCC1)S(=O)(=O)c1ccc(Cl)cc1)NCc1cccnc1
    -0.3	2.0	20	0.5	-1	/	-1	0.9	-2.6
> COCCN(C(=O)COC(=O)/C=C/c1nc2ccccc2s1)c1c(N)n(Cc2ccccc2)c(=O)[nH]c1=O
    -2.5	-2.3	-4	/	6	-1.3	24	1.3	-0.6
> CSc1ccc(Cl)c(C(=O)N(C)CC(=O)Nc2ccc(N3CCOCC3)cc2)c1
    2.9	/	3	2.5	-3	0.7	15	0.5	-0.3
> COc1cc(C2C(C#N)=C(N)Oc3cc(N)ccc32)cc(OC)c1OC (stereo not drawn)
    i	-2.0	-6	1.1	-2	/	-1	0.5	-0.6
> CCc1c(C)sc(NC(=O)c2cc(-c3cc(OC)ccc3OC)on2)c1C#N
    i	0.9	-3	2.1	4	/	4	1.7	0.1
